PKA-R1A act = PKA-R1A complex activation; PKA-R1A dissociation, Cy5-IP20 fluorescence polarization; scaled: DMSO 0%, 113 µM cGMP 100%; P00514+P68181; 340,000 compounds, 0.083% hits; activation, % at 11.4 µM;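 active = percent activation above the mean of all tested compounds plus 3 SD, cut at about 19% in these data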;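 note: higher means more PKAc released from R1A so a rise in polarization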
Arrestin-AP2 inh = blocks beta-arrestin peptide binding to AP2 adaptin. FITC-arrestin peptide / GST-AP2 beads, flow cytometry; AP2 beta2 appendage carries R879A mutation. inhibition, % at 10 µM. 340,000 compounds, 0.31% hits. AID 504490;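 active = inhibition above a set limit, near 3 SD of compounds lacking own fluorescence, cut at about 54% in these data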;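 note: plate controls were DMSO wells for no effect and 5 µM unlabelled arrestin peptide for full effect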
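Material – AP2 appendage R879A on GSH beads · Buffer or medium – PBS with 0.05% Tween 20 and 0.1% BSA · Probe or stimulus – fluorescein-tagged arrestin peptide at 50 nM final · Incubation – compound with beads 12 min RT, then probe 1 h RT · Detection – high-throughput flow cytometry of beads, ex 488, em 535 nm · Evaluation – percent response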
NSD2 HMT inh = inhibitors of human histone methyltransferase NSD2 | 310,000 compounds, 0.54% hits | inhibition, % at 12.5 µM | NSD2 peptide methylation, AlphaScreen, 120 min; in the data active = inhibition above about 50%
Target sequence (O96028 whole entry, looked up): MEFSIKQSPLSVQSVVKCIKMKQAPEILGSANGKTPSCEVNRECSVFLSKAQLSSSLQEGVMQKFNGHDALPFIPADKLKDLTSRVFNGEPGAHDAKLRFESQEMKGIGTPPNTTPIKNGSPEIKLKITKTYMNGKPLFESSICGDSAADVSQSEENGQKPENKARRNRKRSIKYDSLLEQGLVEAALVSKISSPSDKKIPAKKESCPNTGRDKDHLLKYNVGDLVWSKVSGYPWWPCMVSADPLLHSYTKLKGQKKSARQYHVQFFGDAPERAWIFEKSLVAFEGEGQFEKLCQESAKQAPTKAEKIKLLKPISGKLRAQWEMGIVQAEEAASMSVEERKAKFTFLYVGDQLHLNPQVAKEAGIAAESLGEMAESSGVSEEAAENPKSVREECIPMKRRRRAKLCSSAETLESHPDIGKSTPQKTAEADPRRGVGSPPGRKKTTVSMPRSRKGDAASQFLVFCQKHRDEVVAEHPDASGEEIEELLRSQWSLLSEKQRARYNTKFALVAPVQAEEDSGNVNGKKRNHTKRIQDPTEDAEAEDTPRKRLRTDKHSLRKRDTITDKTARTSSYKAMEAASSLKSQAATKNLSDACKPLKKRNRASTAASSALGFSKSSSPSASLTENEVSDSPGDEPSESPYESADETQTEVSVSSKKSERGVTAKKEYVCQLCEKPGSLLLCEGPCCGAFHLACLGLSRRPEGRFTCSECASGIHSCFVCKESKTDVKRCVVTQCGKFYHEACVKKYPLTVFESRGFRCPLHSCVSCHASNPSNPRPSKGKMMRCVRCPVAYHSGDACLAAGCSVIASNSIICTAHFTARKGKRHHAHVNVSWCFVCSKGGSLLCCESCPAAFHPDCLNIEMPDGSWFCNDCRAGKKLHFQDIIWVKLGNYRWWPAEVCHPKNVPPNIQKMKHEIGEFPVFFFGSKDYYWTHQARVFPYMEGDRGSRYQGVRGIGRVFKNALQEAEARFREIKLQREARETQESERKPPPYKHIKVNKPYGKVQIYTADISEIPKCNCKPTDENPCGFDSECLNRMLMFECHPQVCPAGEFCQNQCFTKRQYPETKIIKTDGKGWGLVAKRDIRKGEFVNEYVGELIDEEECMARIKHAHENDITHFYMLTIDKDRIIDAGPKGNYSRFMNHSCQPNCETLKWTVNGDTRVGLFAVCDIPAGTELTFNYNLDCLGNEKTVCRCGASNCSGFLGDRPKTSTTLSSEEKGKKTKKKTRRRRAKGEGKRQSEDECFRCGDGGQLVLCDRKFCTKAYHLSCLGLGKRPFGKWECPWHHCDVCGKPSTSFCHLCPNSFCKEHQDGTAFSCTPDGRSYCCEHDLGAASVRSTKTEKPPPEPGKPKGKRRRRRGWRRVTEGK
MITF act = increases MITF-driven TRPM1 promoter luciferase signal; SK-MEL-5 TRPM1-promoter luciferase, 24 h; % of positive control, neutral wells = 0; activation, % at 12.5 µM; 300,000 compounds, 0.75% hits;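 active = mean activation of at least 80% with every replicate also reaching 80%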;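 note: 0% = neutral control wells and 100% = parthenolide positive control wells; values of inactives mirror those of a sister screen read the other way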
Pemphigus Ab inh = inhibitors of pemphigus antibody binding to human desmoglein-3 | binding (percent of control), % at 10 µM | DSG3-coupled beads, scFv-anti-DSG3-GFP binding, flow cytometry; stronger effect = lower value | 310,000 compounds, 0.48% hits | AID 588358;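 active = binding more than 3 SD below its plate's average and above zero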; note: some compounds called inactive have numbers as strong as hits
SR-BI uptake up = SR-BI HDL lipid transfer activation; 320,000 compounds, 0.096% hits; activation, % at 12.5 µM; AID 504775; CHO ldlA[mSR-BI] cells, DiI-HDL uptake fluorescence, 3 h; 100 = double the neutral-control signal;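 active = mean replicate activation of at least 60% and every replicate at or above 60%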;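 note: 0% = median plate neutral-control signal and 100% = twice that signal; values of inactives mirror those of a sister screen read the other way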
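Test system: SR-BI-overexpressing, LDLR-lacking CHO cells; Medium: Ham's F12 with 0.5% BSA, HEPES 25 mM, pH 7.4; Schedule: 3 h, 37 °C; Technique: bottom-read fluorescence, 550/595 nm.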
Mot1-301 SUMO = inhibitors of SUMOylation pathway: yeast Mot1-301 growth rescue; growth rescue, % at 18.8 µM; 320,000 compounds, 1% hits; AID 2716; S. cerevisiae Mot1-301 growth rescue, ATP luminescence, 38.5C; percent above DMSO median, 100 means doubled;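 active = every valid replicate shows activation above 250% relative to neutral control wells; inactive = the rest, any valid replicate at or below 250%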;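 note: OY570 slx delta 5 strain wells were the positive control but not used for scaling; some compounds called inactive have numbers as strong as hits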
PKA-R2B act = activates the human PKA-R2B holoenzyme complex; P22694+P31323; PKA-R2B holoenzyme dissociation, Cy5-IP20 fluorescence polarization; R2B truncated from residue 108, S112A mutant; 0% DMSO only, 100% 113 µM cGMP; activation, % at 11.4 µM; 340,000 compounds, 0.079% hits;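 active = activation above a cutoff set at the mean over all compounds plus 3 SD, cut at about 18% in these data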;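 note: higher means more holoenzyme dissociation and a rise in polarization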
SR-BI DiI inh = blocks mouse SR-BI lipid uptake from DiI-HDL. ldlA[mSR-BI] CHO cells, DiI-HDL uptake fluorescence, 3 h. inhibition, % at 12.5 µM. 320,000 compounds, 0.96% hits. AID 488896;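 active = mean replicate inhibition of at least 70% and a set share of replicates each scoring 70 or more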;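 note: 0% = median of neutral control wells and 100% = median of positive control wells; values of inactives mirror those of a sister screen read the other way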
CDK5 inh = inhibitors of human CDK5/p35 kinase; inhibition, % at 10 µM; Q00535+Q15078; Recombinant CDK5/p35, ADP-Glo luminescence, 60 min; 330,000 compounds, 0.01% hits;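 active = highest replicate inhibition of at least 50% and at least 75% of replicates reaching 50%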;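 note: plate controls were DMSO neutral control for no effect and GW8510 at 10 µM for full effect; many of its hits are not listed in these tables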
dFosB activator = mouse delta FosB homodimer activation; P13346; purified delta FosB, TAMRA-CDK5 oligo fluorescence polarization; percent of positive-control signal above neutral wells; activation, % at 25 µM; 340,000 compounds, 0.99% hits; AID 493131;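 active = mean activation above about 17%, with every replicate also reaching it, limit read from the data, passing the limit was not always enough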;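 note: fluorescence polarization rise as delta FosB binds a TAMRA Cdk5 AP-1 oligo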
Numbers without * were called inactive; i = inactive; x = not tested or not shown; & = joins results of further samples.

Start of the data: the first two compounds as a preview:
SMILES	PKA-R1A act	Arrestin-AP2 inh	NSD2 HMT inh	MITF act	Pemphigus Ab inh	SR-BI uptake up	Mot1-301 SUMO	PKA-R2B act	SR-BI DiI inh	CDK5 inh	dFosB activator
COC(=O)c1ccc(NC(=O)C2CCCN(S(=O)(=O)c3cnc[nH]3)C2)cc1 (configuration not stated)	9	7	x	-6	103	3	6	3	-3	-0.2	-4
CC(=O)N/C(=C\c1ccccc1)C(=O)Nc1ccccc1C	-6	6	1	-23	107	18	204	7	-18	0.8	4

The listing, repeating the preview:
SMILES	PKA-R1A act	Arrestin-AP2 inh	NSD2 HMT inh	MITF act	Pemphigus Ab inh	SR-BI uptake up	Mot1-301 SUMO	PKA-R2B act	SR-BI DiI inh	CDK5 inh	dFosB activator
COC(=O)c1ccc(NC(=O)C2CCCN(S(=O)(=O)c3cnc[nH]3)C2)cc1 (configuration not stated)	9	7	x	-6	103	3	6	3	-3	-0.2	-4
CC(=O)N/C(=C\c1ccccc1)C(=O)Nc1ccccc1C	-6	6	1	-23	107	18	204	7	-18	0.8	4
CC(OC(=O)Cn1[nH]c(=O)c2ccccc2c1=O)C(=O)Nc1ccc(F)cc1 (configuration not stated)	-8	-2	0	8	93	11	21	-9	-11	-0.6	-7
COc1cc(OC)cc(C(=O)Nc2ccc(S(=O)(=O)N3CCOCC3)cc2)c1	2	6	22	-7	112	-20	-24	-6	20	0.3	6
N#CC1=C(N)C(C#N)(C#N)C(c2cccnc2)C2CC(c3ccccc3)CC=C12 (configuration not stated)	-11	-5	x	-14	93	-15	i	10	15	-0.1	-8
O=[N+]([O-])c1cccc(S(=O)(=O)N2CCN(S(=O)(=O)N3CCCCCC3)CC2)c1	-4	18	-4	7	104	17	19	14	-17	-0.3	-3
CC(C)NC(=O)C(=O)NNC(=O)CCc1ccccc1	-10	3	-3	15	85	27	-5	-11	-27	-1.2	6
CCOC(=O)C1=C(C)Nc2ncnn2C1c1ccc(N(C)C)cc1 (configuration not stated)	-3&-18	-15&6	0&4	-15&2	124&102	0&6	11	-2&2	0&-6	-0.4&6.3	-7&-2
COc1ccc(C(=O)N2CCc3ccccc32)cc1S(=O)(=O)N1CCOCC1	-7	-1	-2	x	x	4	-1	5	-4	2.3	-13
CN1CCN(C(=O)c2c(O)c3cccc4c3n(c2=O)CCC4)CC1	3	2	1	7	106	1	x	6	-1	-0.3	-2
COc1ccccc1NC(=O)COC(=O)[C@@H]1CCCN1C(=O)c1cccs1	-8	-5	-36	-3	102	4	3	-6	-4	1.7	2
COc1ccc2cc(C[C@@H]3CC[C@@H](CNC(N)=O)O3)ccc2c1	-3	11	x	62	99	-11	x	7	11	-3.3	-2
O=C(Nc1ccc(OCC(=O)N2CCOCC2)cc1)c1ccccc1F	-11	-12	0	7	107	10	184	-2	-10	0.7	0
CCOC(=O)c1ccc(Oc2coc3cc(O)ccc3c2=O)cc1	1	11	0	-6	99	-14	-18	2	14	1.3	-7
Cc1cccc2cc(C#N)c(NCCNC(=O)COc3ccccc3)nc12	-19	6	0	4	98	3	i	-4	-3	1.8	-2
O=C(CSc1nnc(-c2ccco2)o1)N1CCN(c2ccccc2)CC1	-8	-11	2	8	106	19	16	6	-19	2.5	-4
O=S(=O)(NCc1ccc2c(c1)OCO2)c1cccc2nsnc12	-14	-1	0	4	94	6	-16	2	-6	0.6	-1
O=C(Nc1cccs1)OCCN1CCN(Cc2ccccc2)CCC1=O	-1	-4	x	-1	103	14	5	9	-14	0.4	-1
CCCCc1c(CCC)c(=N)c2ccccc2n1C	1	-4	-2	x	101	-2	-13	2	2	-0.9	-11
OC1(CNCc2ccccc2)C2CC3CC(C2)CC1C3 (configuration not stated)	-10	-2	-3	3	x	10	8	10	-10	-0.5	0
Cc1ccc(CN2C(=O)CCC2C(=O)NCCCN2CCCC(C)C2)cc1 (configuration not stated)	-6	2	-2	13	97	30	-4	4	-30	-0.3	3
C/C(=N\NS(=O)(=O)c1ccc(C)cc1)c1cccs1	-4	2	-8	x	x	1	-4	3	-1	-0.1	-2
O=C(Nc1nc2ccccc2[nH]1)c1ccccc1OC(F)F	10	8	3	-2	100	5	-12	-9	-5	1.1	-15
COc1ccc(OC)c(C(=O)Nc2ccc3[nH]ccc3c2)c1	-3	9	2	63	104	-51	-9	-1	51	1.6	7
Cc1n[nH]c(=O)c2c(NC(=O)CSc3ccc(F)cc3)oc(C)c12	-12	25	-4	-7	105	5	254	-3	-5	-1.5	1
O=C1CN(C(=O)CN2C(=O)NC3(CCCCC3)C2=O)c2ccccc2N1	-10	-25	-1	-9	122	19	-8	-8	-19	-1.4	-1
CC(NCCOCCOc1ccccc1)c1ccccc1 (configuration not stated)	11	11	-2	12	109	33	9	1	-33	-1.9	-6
COC(=O)c1ccc(NC(=O)Cc2ccc(F)cc2)cc1	-10	15	8	30	122	-51	-23	-12	51	0.5	5
CC(=O)Nc1ccc(SCC(=O)c2cc(C)ccc2C)cc1	14	16	-1	1	90	x	-6	0	x	0.6	-9
O=C(Oc1ccc(Cl)cc1)c1ccc(COC(=O)c2cnccn2)cc1	-7	3	-3	x	106	18	x	4	-18	-0.8	-15
NC(=O)COC(=O)CC(NC(N)=O)c1ccc(Cl)cc1 (configuration not stated)	-4	14	-2	-16	90	46	742	7	-46	-0.2	-3
c1csc(-c2noc(CN3CCN4CCCC4C3)n2)c1 (configuration not stated)	-3	-5	0	7	104	6	-15	-10	-6	0.8	-5
COc1ccc(-c2nnn(CC(=O)N(c3cccc(O)c3)C(C)C(=O)NC3CCCC3)n2)cc1OC (configuration not stated)	0	9	0	-10	105	-16	-14	-1	16	-0.8	-9
O=C(COC(=O)C1CCC(N2C(=O)C3C4CCC(C4)C3C2=O)CC1)c1ccc(F)cc1 (configuration not stated)	4	-9	4	3	99	-13	-14	-12	13	-0.5	-3
CCN[C@H]1C[C@H](C)S(=O)(=O)c2sc(S(N)(=O)=O)cc21	10	1	x	12	120	13	143	4	-13	-0.4	9
CCn1c(CC(=O)Nc2ccc(C)c(Cl)c2)nnc1SCCOc1ccc(OC)cc1	-1	0	2	0	103	24	11	0	-24	-0.5	-4
CC1CCN(Cc2nnnn2CCCC(=O)NC(c2ccccn2)C(F)(F)F)CC1 (configuration not stated)	-8	-9	-1	-5	104	-7	19	-9	7	-1.6	-3
Cc1ccc(NCCCn2ccc(NC(=O)OCc3ccccc3)nc2=O)cc1C	7	2	x	-5	94	-9	x	-4	9	-0.2	-13
CN(C(=O)CSc1nnc(-c2ccc(F)cc2)c2ccccc12)C1CCS(=O)(=O)C1 (configuration not stated)	2	-4	1	-11	99	-43	-5	-8	43	-1.7	-16
COc1cccc(S(=O)(=O)c2nc(C)c3c(n2)CCC3)c1	-5	9	7	-13	102	10	x	-14	-10	0.3	4
COc1ccc(NC(=O)c2nnn(CC(=O)Nc3ccc4c(c3)OCO4)c2N)c(OC)c1	3	-16	-1	22	108	3	-12	2	-3	-3.5	-2
C(COC1CC2CC1C1C2CC2OC21)OC1CC2CC1C1C2CC2OC21 (configuration not stated)	-6	32	-2	13	x	7	x	1	-7	-0.1	-6

Record cards, from the list above:
Cc1ccc(NCCCn2ccc(NC(=O)OCc3ccccc3)nc2=O)cc1C is entered as PKA-R1A act = 7; Arrestin-AP2 inh = 2; NSD2 HMT inh = x; MITF act = -5; Pemphigus Ab inh = 94; SR-BI uptake up = -9; Mot1-301 SUMO = x; PKA-R2B act = -4; SR-BI DiI inh = 9; CDK5 inh = -0.2; dFosB activator = -13
Cc1n[nH]c(=O)c2c(NC(=O)CSc3ccc(F)cc3)oc(C)c12 is entered as PKA-R1A act = -12; Arrestin-AP2 inh = 25; NSD2 HMT inh = -4; MITF act = -7; Pemphigus Ab inh = 105; SR-BI uptake up = 5; Mot1-301 SUMO = 254; PKA-R2B act = -3; SR-BI DiI inh = -5; CDK5 inh = -1.5; dFosB activator = 1
O=C(Oc1ccc(Cl)cc1)c1ccc(COC(=O)c2cnccn2)cc1 is entered as PKA-R1A act = -7; Arrestin-AP2 inh = 3; NSD2 HMT inh = -3; MITF act = x; Pemphigus Ab inh = 106; SR-BI uptake up = 18; Mot1-301 SUMO = x; PKA-R2B act = 4; SR-BI DiI inh = -18; CDK5 inh = -0.8; dFosB activator = -15

Three entries from above in another layout.
Molecule,PKA-R1A act,Arrestin-AP2 inh,NSD2 HMT inh,MITF act,Pemphigus Ab inh,SR-BI uptake up,Mot1-301 SUMO,PKA-R2B act,SR-BI DiI inh,CDK5 inh,dFosB activator
COC(=O)c1ccc(NC(=O)Cc2ccc(F)cc2)cc1,-10,15,8,30,122,-51,-23,-12,51,0.5,5
CC(=O)Nc1ccc(SCC(=O)c2cc(C)ccc2C)cc1,14,16,-1,1,90,x,-6,0,x,0.6,-9
O=C(Oc1ccc(Cl)cc1)c1ccc(COC(=O)c2cnccn2)cc1,-7,3,-3,x,106,18,x,4,-18,-0.8,-15

High-throughput results as filed in PubChem BioAssay.
